# Rad51 HR inh – blocks human Rad51 in homologous recombination | Q06609 | hRad51 DNA strand exchange, fluorescence dequenching | inhibition, % at 10 µM | hit rate 0.085% among 200,000 | AID 1385;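 active = inhibition above 40% at the single screening dose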;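 note: 0% = DMSO control wells and 100% = blanks with heterologous ssDNA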
#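 Test system – preformed human Rad51 ssDNA filaments · Reagent – Donor/quencher-labelled 47-bp dsDNA substrate · Incubation – 37 °C 15-min filament assembly, 30-min compound preincubation, 15-min exchange · Signal – FRET fluorescence dequenching, excitation 485 nm, emission 520 nm · Read-out – percent inhibition from fluorescence, normalised to plate control and blank means · Benchmarks – plate control and blank wells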
# EP2 antag – EP2 receptor (human) inhibition | P43116 | C6 glioma cells expressing human EP2, cAMP TR-FRET; cells stimulated with saturating PGE2 | inhibition, % at 25 µM | hit rate 0.52% among 260,000 | AID 1422;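 active = percent inhibition above 40 after rounding to a whole number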;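 note: rat C6 glioma host cells with rolipram phosphodiesterase inhibitor present; the protocol text gives 20 µM as final concentration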
# eIF4E-4G inh – eIF4E/eIF4G interaction inhibition in translation initiation; AID 782; hit rate 0.37% among 220,000; P63073+Q04637; inhibition, % at 21.7 µM; TR-FRET eIF4E-eIF4GI(517-606) binding, 2 h;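 active = inhibition above about 30%, limit read from the data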;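 note: 0% = full FRET control wells and 100% = background wells lacking eIF4GI fragment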
# Hck Nef HTS – blocks Nef-activated human Hck kinase | P08631 | Recombinant Hck-YEEI plus Nef, Z-Lyte FRET kinase assay | inhibition, % at 20 µM | hit rate 0.68% among 220,000 | AID 463187;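 active = Hck-Nef kinase inhibition above about 50%, limit read from the data; inactive = inhibition below that limit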;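 note: 0% = DMSO with Hck plus Nef and 100% = Hck alone without Nef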
# Target sequence (P08631 whole entry, looked up): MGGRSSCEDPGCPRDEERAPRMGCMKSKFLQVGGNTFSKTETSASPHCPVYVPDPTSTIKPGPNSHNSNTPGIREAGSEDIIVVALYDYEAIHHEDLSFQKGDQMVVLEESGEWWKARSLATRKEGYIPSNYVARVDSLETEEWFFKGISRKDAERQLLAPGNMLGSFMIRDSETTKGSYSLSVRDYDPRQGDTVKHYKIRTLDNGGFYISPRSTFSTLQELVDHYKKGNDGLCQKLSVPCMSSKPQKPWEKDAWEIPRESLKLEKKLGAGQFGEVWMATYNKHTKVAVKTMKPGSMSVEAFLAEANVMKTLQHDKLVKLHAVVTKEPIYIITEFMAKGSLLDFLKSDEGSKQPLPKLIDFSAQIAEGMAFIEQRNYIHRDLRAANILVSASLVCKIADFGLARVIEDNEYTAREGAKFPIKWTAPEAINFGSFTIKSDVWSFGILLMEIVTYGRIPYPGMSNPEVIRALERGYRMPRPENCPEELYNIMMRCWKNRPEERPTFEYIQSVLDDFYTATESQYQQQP
# TbHK1 inh – blocks Trypanosoma brucei hexokinase 1 activity; recombinant TbHK1, G6PDH-coupled NADH A340; inhibition, % at 10 µM; hit rate 0.11% among 220,000;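 active = inhibition of 50% or more in the single-dose primary screen; inactive = inhibition below 50%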
# EP2 mod – modulates human prostaglandin E2 receptor EP2 signaling; P43116; EP2-expressing cells, cAMP HTRF FRET, PGE2 co-stimulation; induction, % at 25 µM; hit rate 0.83% among 260,000; AID 940;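 active = compounds whose cAMP rise, as percent of the full-agonist control response, exceeds 60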;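 note: rat C6 glioma line stably carrying human EP2 under a CMV promoter; the protocol text gives 20 µM as final concentration; 100% = response of wells given 1 µM PGE2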
# m-calpain inh – calpain II (pig) inhibition. hit rate 0.37% among 220,000. AID 1236. purified calpain II, fluorogenic peptide substrate, 30 min. inhibition, % at 16 µM;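 active = inhibition above about 50%, limit read from the data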
# 14-3-3 Bad PPI – disrupts binding of bovine 14-3-3 zeta to phospho-Bad peptide; TR-FRET 14-3-3zeta/Dy647-pBad peptide displacement, 1 h; AID 781; inhibition, % at 21.7 µM; hit rate 0.71% among 220,000; P63103;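 active = inhibition above about 70%, limit read from the data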;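 note: 0% = full 14-3-3 plus peptide FRET controls and 100% = background without 14-3-3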
# Target sequence (P63103 whole entry, looked up): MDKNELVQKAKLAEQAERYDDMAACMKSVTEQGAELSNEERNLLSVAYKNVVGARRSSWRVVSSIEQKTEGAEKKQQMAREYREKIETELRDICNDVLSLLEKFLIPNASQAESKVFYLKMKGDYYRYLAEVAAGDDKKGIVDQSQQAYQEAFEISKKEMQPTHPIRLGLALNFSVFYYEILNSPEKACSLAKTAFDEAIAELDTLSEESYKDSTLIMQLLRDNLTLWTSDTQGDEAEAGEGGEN
# L929 necroptosis – blocks zVAD induced death of L929 cells. AID 1377. hit rate 0.38% among 220,000. viability rescue, % at 10 µM. L929 zVAD necroptosis rescue, ATP luminescence, 24 h; with zVAD 60 µM;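 active = activation, scaled between plate controls, above about 75%, limit read from the data; inactive = activation under that limit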;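 note: 0% = zVAD with DMSO and 100% = DMSO alone without zVAD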
# The depositor's hits bear a star; i = inactive; . = not tested or not shown; & = joins results of further samples; [ ] = remark or other dose. This is a subset; rates above refer to the full screens.
SMILES	eIF4E-4G inh	EP2 antag	TbHK1 inh	EP2 mod	L929 necroptosis	Hck Nef HTS	14-3-3 Bad PPI	m-calpain inh	Rad51 HR inh
COC(=O)C/C=N/N=C1/NC(=O)/C(=C/C(=O)O)S1	-7	4	-38	-23	0.5	10	-4	5	-7
CC1(C)CC(=O)C2=C(C1)N(N1CCOCC1)C(N)=C(C#N)C2c1cccs1 (stereo not given)	2	8	27	5	1.5	1	-28[fluorescence artefact?]	-5	6
N#Cc1ccc(NC(=O)CN2C(=O)NC(Cc3ccccc3)C2=O)cc1 (stereo not given)	.	10	3	-12	-0.7	0	.	31	-1
CCCNCc1cc(OC)c(OCC(=O)Nc2ccccc2)cc1Br	1	7	-2	-13	1.5	-12	3	0	0
O=C(c1ccc(NS(=O)(=O)c2ccccc2)cc1)N1CCN(Cc2ccc3c(c2)OCO3)CC1	4	20	-1	-8	-0.2	7	4	-29	.
COc1ccc(NC(=O)c2cn(-c3ccccc3)nc2-c2ccncc2)cc1	-2	4	2	-68	26	-4	-18	-23	19
CCOC(=O)c1sc(NC(=O)CSc2ncn(-c3ccccc3)n2)nc1C	-17	9	-5	1	0.1	3	9	2	3
O=C(N/N=C/c1cc([N+](=O)[O-])ccc1Cl)c1ccc2nc[nH]c2c1	-13[fluorescence artefact?]	19	-10	7	0.0	1	24	-8	-5
CSc1ccccc1NC(=O)c1ccc([N+](=O)[O-])cc1	1	5	-1	-13	14	-2	-3	-27	5
C/C(=N\N=c1/sc2ccccc2n1C)c1ccccn1	3	3	-24	-17	0.3	-2	3	43	.
COc1ccc(C2/C=C\CN(Cc3ccncc3)CC(=O)N2Cc2ccc(F)cc2)cc1 (stereo not given)	-4	10	5	2	-0.8	27	-5	6	2
CC1=CCC2C(=O)N(c3nc(C)cc(C)n3)C(=O)C2C1 (stereo not given)	-3	9	-1	6	0.0	0	20	-2	1
Cc1nn(-c2ccc(F)cc2)c(C)c1CN1CCN(Cc2ccccc2)C(CCO)C1 (stereo not given)	3	2	-2	-4	0.5	1	1	17	.
CCOc1ccc(N2C(=O)c3cccnc3C2=O)cc1	0[fluorescence artefact?]	0	-1	36	1.4	1	0	14	-3
CC(=O)Nc1ccc(C2=NN(C)C(=NCc3ccccc3)SC2)cc1	1	6	-18	-51	0.5	11	-7	50	6
CN1CCN(c2oc(-c3cccs3)nc2S(=O)(=O)c2ccccc2)CC1	3	29	-13	4	-1.1	-2	-11	11	-7
O=C(CN1C(=O)S/C(=C/c2ccc(N3CCOCC3)cc2)C1=O)N1CCOCC1	0	3	-16	17	0.7	0	-20	-9	-15
COc1cccc(C(=O)N2CCN(C3CCC(c4ccccc4)CC3)CC2)c1 (stereo not given)	6	6	-5	17	-0.1	6	75*	4	-7
Cc1ccc(-c2nn(C)c(=O)c3ccccc23)cc1CN1CCOCC1	-1	16	5	8	0.3	6	-8	-8	1
Cc1cc(C(=O)COC(=O)c2cccnc2Cl)c(C)n1CC1CCCO1 (stereo not given)	0	0	-2	-20	0.1	25	-9	19	.

# Carrying on:
SMILES	eIF4E-4G inh	EP2 antag	TbHK1 inh	EP2 mod	L929 necroptosis	Hck Nef HTS	14-3-3 Bad PPI	m-calpain inh	Rad51 HR inh
Cc1nn(C(C)(C)C)c(OC(=O)c2ccc3c(c2)OCO3)c1Sc1ccccc1	3	22	29	24	-0.6	-24	-15	-6	-7
CCCSc1nnc(CSc2nc3ccccc3s2)n1-c1ccccc1	-9	3	7	27	0.4	2	4	10	0
Cc1cc(-c2nnc(CCC(=O)NCc3ccc(F)c(F)c3)o2)no1	-2	4	10	-11	0.9	12	7	18	-1
Cc1ccc2nc(NC(=O)CCNS(=O)(=O)c3cccs3)sc2c1	1	5	8	-35	-1.2	-5	32	-4	2
CCOC(=O)Cn1cc(C(=O)c2ccco2)c2ccccc21	2[fluorescence artefact?]	7&8	-32	-4&-7	0.2	-1	1[fluorescence artefact?]	-2	-9
COc1ccc(N/C=C/C(=C(C#N)C#N)N(C)C)cc1	0	8	-4	-7	1.7	-1	-10	9	-19
O=C(Nn1c(O)c(C=C2N=c3ccccc3=N2)sc1=S)c1ccccc1Cl	0	8	19	-3	0.1	7	1[fluorescence artefact?]	-21	-11
O=C(NCc1cccc(C(F)(F)F)c1)c1cc(Cl)ccc1Cl	1[fluorescence artefact?]	7	25	-60	0.2	3	-13	5	1
COc1ccccc1OCCC(=O)OCC(=O)Nc1ccc(Br)cc1	2	6	-7	10	0.4	0	-1	-15	-8
CCCS(=O)(=O)N1CCN=C1SCc1cccc(C)c1	-2	6	-4	-18	1.0	0	66	-14	1
O=C(O)C(Cc1ccccc1)N1C(=O)/C(=C/c2ccccc2)SC1=S (stereo not given)	13[fluorescence artefact?]	5	1	34	-0.1	9	-1[fluorescence artefact?]	16	6
COc1ccc2[nH]cc(C(=O)CN(C)CCc3ccc(OC)c(OC)c3)c2c1	-2	8	3	-8	0.9	-1	0	-15	3
COc1ccc(CSc2nncn2C)cc1[N+](=O)[O-]	5[fluorescence artefact?]	9	30	1	0.1	4	-11	-4	4
O=C1NC(c2ccccc2)=NC1(NS(=O)(=O)c1ccccc1)C(F)(F)F (stereo not given)	-9	0	2	27	-0.1	2	-1[fluorescence artefact?]	-4	0
O=C(NCC(c1cccnc1)N1CCN(c2ccccc2F)CC1)c1ccco1 (stereo not given)	-2	5	0	-21	-0.3	2	10	-23	-3
CC(NC(=O)c1ccccc1)C(=O)N/N=C/c1ccc(O)cc1 (stereo not given)	1	4	-7	-12	-1.0	7	1	12	19
C=CCNC(=O)c1cc(Cl)cc(Cl)c1	0	3	2	23	1.1	22	-14	-16	2
Cc1cccc(NC(=O)/C=C/c2ccc(Cl)cc2)n1	17[fluorescence artefact?]	4	-8	-32	0.6	2	-4[fluorescence artefact?]	6	7
CCOc1cc(C(=O)OCC(=O)NCc2ccco2)cc(OCC)c1OCC	-5	16	4	16	0.2	5	-1	-154	5
FC(F)C(F)(F)c1cc(-c2ccccc2)n[nH]1	4	9	-4	-35	2.2	6	1	11	-19

# Following part
SMILES	eIF4E-4G inh	EP2 antag	TbHK1 inh	EP2 mod	L929 necroptosis	Hck Nef HTS	14-3-3 Bad PPI	m-calpain inh	Rad51 HR inh
O=C(Cc1cccc2ccccc12)NC(=S)Nc1cccc(C(=O)O)c1	-1	5	4	-4	-0.1	-8	6	18	1
COC(=O)c1ccc(NC(=O)C2CCCO2)cc1 (stereo not given)	8[fluorescence artefact?]	8	-4	4	-0.2	0	5	-15	2
Nc1ccccc1SCC1CSc2nc3ccccc3c(=O)n21 (stereo not given)	0	6	-4	7	-0.1	15	-5	-20	6
Cc1ncc(CN=Cc2ccc(Cl)cc2)c(N)n1	-6	8&7	-6	16&19	0.1	20	1	-14	-8
CCn1cc(C(=O)O)c(=O)c2cc(F)c(N/N=C/c3ccccc3[N+](=O)[O-])cc21	4	5	-24	-12	0.0	1	19	-41	11
CCOC(=O)Cc1csc(NC(=O)Cc2ccc(C)cc2)n1	-3	5	-1	-24	0.8	26	-11	3	9
Cc1nc(N)nc(Nc2ccc(Cl)cc2)c1Br	-4	6	3	-21	-0.1	0	-8	26	5
Cc1ccc(C)c(NC(=S)c2ccc3ccccc3n2)c1	10	3	1	46	-0.1	0	5[fluorescence artefact?]	10	.
Cc1ccsc1C(=O)N/N=C/C=C/c1ccccc1[N+](=O)[O-]	-3	7	-32	-24	-0.6	-4	-9	14	-2
c1ccc(-n2nnnc2-c2cccnc2)cc1	-2	2	7	4	-1.0	4	1	27	1
CCOC(=O)c1c(C)[nH]c(C(=O)COC(=O)C(C)N2C(=O)C3CCCCC3C2=O)c1C (stereo not given)	-6	4	-1	-35	1.0	0	-8	15	5
O=C(CCCCCNC(=S)Nc1ccc(Cl)cc1)C[N+](=O)[O-]	-1	5	-4	39	2.1	-10	-14	-15	6
CCN(C(=O)c1ccc(Cl)c([N+](=O)[O-])c1)c1ccccc1	-1	7	1	32	-0.2	18	-5	-2	.
NNC(=O)c1ccc(Cn2cc(Cl)cn2)o1	-8	8	-1	8	0.3	10	-3	-19	9
O=C(CSc1cccc[n+]1[O-])Nc1ccc(N2CCOCC2)cc1	3	5	5	21	1.0	-9	12	17	-6
Cc1nc2cc(C(=O)OCC(=O)NC34CC5CC(CC(C5)C3)C4)ccc2n1-c1ccccc1	-1	6	1	-2	3.2	1	11	-46	1
CCOC(=O)N1CCN(C(=O)CSCC(=O)Nc2nc(-c3ccc(OC)cc3)cs2)CC1	1	14	-3	-13	-0.2	-1	0	-25	6
O=C(NCC12CC3CC(CC(C3)C1)C2)c1cc2n(n1)C(C(F)(F)F)CC(c1ccco1)N2 (stereo not given)	3	.	6	20	9.4	1	-1	-7	.
CC(C)(C)NC(=O)/C=C/c1cccs1	4	10	-10	-31	1.7	-14	16	20	-3
Cn1ncc2c(NNC(=O)Cc3ccccc3)ncnc21	-3[fluorescence artefact?]	8	-5	20	0.7	3	-5	-1	0

# (next part)
SMILES	eIF4E-4G inh	EP2 antag	TbHK1 inh	EP2 mod	L929 necroptosis	Hck Nef HTS	14-3-3 Bad PPI	m-calpain inh	Rad51 HR inh
Cc1cccc(C(=O)NC(=S)Nc2ccc3[nH]c(=O)[nH]c3c2)c1	0	2	-45	-41	66	3	-9	-32	-3
O=c1c2c(nc3nc(NCc4cccc(Cl)c4)[nH]n13)CCC2	-1	-1	-5	15	1.5	20	72*	-1	7
O=S(=O)(c1cccs1)N1CCN(CC(O)COc2cc(Cl)ccc2Cl)CC1 (stereo not given)	19	12	-5	-28	0.3	2	-17	4	9
CCSc1nnc(NC(=O)c2ccccn2)s1	-2	19	-5	3	2.3	2	10	-2	-3
CCN(CC)S(=O)(=O)c1cccc(C(=O)/C=C2/N(C)c3ccccc3C2(C)C)c1	5	5	6	-38	1.4	8	-16	-103	2
CCOC(=O)CN1C(=O)N[C@@H](c2ccc(Br)cc2)C(C(=O)OC)=C1C	-3	10	-7	0	-0.9	24	-3	2	3
N#Cc1c(-c2ccccc2)c(-c2ccccc2)nn(CC(=O)NNC(=O)Nc2ccc(Cl)cc2)c1=O	5	79*	-6	2	0.4	-6	-2	-7	21
Cc1occc1C(=O)N/N=C/c1ccc2c(c1)OCO2	-16	3	-57	-10	-2.5	26	-3	-11	.
CCSc1ccccc1C(=O)Nc1cc(OC)c(OC)c(OC)c1	1	5	-3	-21	3.0	36	-2	-25	22
CN1CCN(Cc2c(O)ccc3cc(Br)ccc23)CC1	-1	7	-3	-50	1.6	28	-3	-8	9
COc1ccc(OC)c2c(C)cc(NCCN3CCOCC3)nc12	6	6	-5	8	-0.2	1	-16	-97	-1
O=[N+]([O-])c1ccccc1Sc1nccn1Cc1ccccc1	-2	7	-18	16	-0.9	0	6	23	-5
CCOc1cc(-c2nc3cc(C)ccn3c2NCC2CCCO2)ccc1O (stereo not given)	-5	18	-21	-49	-0.1	2	-20	i	3

# Assay outcomes deposited in PubChem BioAssay by several laboratories.
